TDP1 cell noCPT: qHTS for Inhibitors of human tyrosyl-DNA phosphodiesterase 1 (TDP1): qHTS in cells in absence of CPT; actives 15% (n = 420,000); Potency, µM (highest dose often 46.2 µM), without a hit: at the highest dose activity change, negative = growth inhibition, usual class: inhibitors; DT40 Tdp1-/- hTDP1 cells, no CPT, ATP luminescence, 48 h; note: nearly all actives have a fitted effect of over 55% in size
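Growth kinetics read by CellTiter-Glo luminescence after ≥48 hr at 37 °C. Cells: DT40 Tdp1-/- stably carrying human TDP1, 400 per well, compound exposure in the absence of CPT (DMSO vehicle).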
TDP1 cell CPT: DT40-hTDP1 cell growth loss with CPT; chicken DT40 Tdp1-/-;hTDP1 cells + 20 nM CPT, ATP luminescence, 48 h; AID 686979; actives 12% (n = 420,000); Potency, µM (titrated, usually from 46.2 µM), for inactives: at the top dose activity change, negative = growth inhibition, most hits filed as inhibitors; note: nearly all actives have a fitted effect of over 55% in size
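Chicken DT40 Tdp1-/- cells stably complemented with human TDP1 were seeded at 400 cells/well in medium containing 20 nM camptothecin, exposed to pin-transferred compounds, and grown at 37 °C for at least 48 hr. Viability was read as ATP luminescence.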
GCN5L2 inh: GCN5L2 (KAT2A) acetyltransferase inhibition; Q92830; GCN5L2 HAT assay, ThioGlo1 CoA-SH fluorescence; Potency, µM (doses to about 58.9 µM), inactives show top-dose activity change, negative = inhibition, most hits filed as inhibitors; actives 0.21% (n = 390,000); AID 504327
Target sequence (Q92830 whole entry, looked up): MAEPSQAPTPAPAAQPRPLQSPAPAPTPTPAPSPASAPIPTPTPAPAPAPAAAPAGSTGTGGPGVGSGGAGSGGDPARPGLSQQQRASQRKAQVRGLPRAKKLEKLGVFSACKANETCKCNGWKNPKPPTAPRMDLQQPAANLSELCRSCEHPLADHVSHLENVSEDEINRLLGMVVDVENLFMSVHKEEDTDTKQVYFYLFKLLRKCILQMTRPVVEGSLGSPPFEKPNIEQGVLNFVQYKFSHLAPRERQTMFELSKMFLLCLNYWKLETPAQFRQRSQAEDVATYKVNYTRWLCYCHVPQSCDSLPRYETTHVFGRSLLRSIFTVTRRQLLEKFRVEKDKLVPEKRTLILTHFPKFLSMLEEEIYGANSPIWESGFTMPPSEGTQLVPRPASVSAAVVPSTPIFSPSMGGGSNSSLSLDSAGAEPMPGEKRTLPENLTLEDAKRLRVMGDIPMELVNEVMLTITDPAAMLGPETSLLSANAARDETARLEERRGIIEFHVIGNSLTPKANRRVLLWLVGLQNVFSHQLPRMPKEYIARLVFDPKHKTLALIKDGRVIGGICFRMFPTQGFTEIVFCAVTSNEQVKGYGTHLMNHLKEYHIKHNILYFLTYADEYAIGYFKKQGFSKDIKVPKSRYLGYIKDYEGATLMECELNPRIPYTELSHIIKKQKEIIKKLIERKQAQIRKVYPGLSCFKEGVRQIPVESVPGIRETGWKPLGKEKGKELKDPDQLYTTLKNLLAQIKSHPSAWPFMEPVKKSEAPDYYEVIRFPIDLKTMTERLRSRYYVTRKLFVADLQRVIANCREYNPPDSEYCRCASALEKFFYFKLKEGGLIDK
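Enzyme at 20nM final was mixed with library compounds for 15 min at room temperature. Peptide H3(1-25) at 75uM, acetyl-CoA at 70uM and ThioGlo1 at 50uM were then added. Plates were read immediately and after 20 min (Ex340nm/Em540nm).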
Numbers without * were called inactive; ? = inconclusive; · = no result given; & = joins results of further samples. Calls come from the whole dose curve; as a rule, active = well fitted curve in the direction sought with a large enough effect; inconclusive = small, poorly fitted or top-dose-only effect, or another doubt; inactive = no such curve, though single readings can be large; an effect the other way counts as inactive or inconclusive. % is set by controls: 0 for no effect and ±100 for the full control effect; potency is the fitted concentration of half-maximal effect.

SMILES	TDP1 cell noCPT	TDP1 cell CPT	GCN5L2 inh
COCc1cc(C)nc(SCC(=O)Nc2ccc(C)c(C)c2)c1C#N	-23.3%	-12.5%	-1.7%
CCCSC1=C(C#N)C(c2cc(OC)ccc2OC)CC(=O)N1 (centres undefined)	?	?	-0.9%
CCOc1ccccc1NC(=S)NC(=O)C1CC1	?	?	0.6%
CC[C@H](C)/C=C(C)/C=C/C1=CC2=CC(=O)[C@]3(C)OC(=O)[C@@H](C(C)=O)[C@@H]3C2=CO1	-76.1%	2.06µM*	-8.5%
Cc1ccc(-c2csc(-c3c(N)c(C(=O)c4ccc5c(c4)OCO5)n4ccccc34)n2)cc1C	-23.6%	-1.4%	-4.8%
COc1cc(C=Nc2cccc(C)c2)c(O)c([N+](=O)[O-])c1	-25.3%	-8.3%	-16.5%
CC1(C(=O)NS(=O)(=O)C2CC2)CCCN(C(=O)/C=C/c2ccccc2)C1 (centres undefined)	14.6µM*	?	·
CCOC(=O)c1c(-c2ccccc2)oc2ccc(OCC(=O)NN)cc12	1.8%	-3.2%	-9.7%
CNC(=O)CCC(=O)Nc1ccc(C)cc1	21.6%	2.3%	8.5%
CC(C)OCCCNC(=O)c1ccc2c(=O)n(Cc3ccc4c(c3)OCO4)c(=S)[nH]c2c1	-10.6%	-0.3%	-5.1%
CNc1nc(=O)n(C2CCCO2)cc1C (centres undefined)	-0.1%	-11.7%	·
COc1ccc(-c2cc(C(F)(F)F)n3nc(C(=O)Nc4ccc(Cl)cc4C(F)(F)F)cc3n2)cc1OC	-5.5%	-9.9%	-1.3%
CN1CCN(c2ccc(C(=O)c3ccccc3)cc2[N+](=O)[O-])CC1	?	0.1%	2.7%
COC(=O)c1ccc(-c2cccc3c2OC(CNC(=O)c2ccc4c(c2)OCCO4)C3)nc1 (centres undefined)	-7.8%	-21.9%	·
CCOc1ccc(N=C2NC(=O)C(CC(=O)O)S2)cc1 (centres undefined)	-8.6%	-1.9%	-17.0%
O=C(C1CCN(C2CC(=O)N(c3ccc(Cl)cc3)C2=O)CC1)N1CCOCC1 (centres undefined)	?	?	3.5%
CCOC(=O)C1=CCN(S(=O)(=O)c2ccc(C)cc2)C1c1cccs1 (centres undefined)	?	-49.3%	·
CCN(CC)S(=O)(=O)c1cccc(NC(=O)CNC2CCCCCC2)c1	?	?	-1.6%
OCc1ccnc2c(O)cccc12	?	?	-0.3%
O=C(/C=C/c1cccc(Cl)c1)NCCN1CCOCC1	8.1%	6.0%	1.7%
O=C(OCc1nc2ccccc2[nH]1)C1CCCCC1	-25.3%	-15.7%	-1.3%
COc1cc2c(cc1CNC[C@H]1O[C@@H](n3cc(C)c(=O)[nH]c3=O)C[C@@H]1O)OCO2	0.7%	-4.0%	·
COc1ccc(/C(C)=N/NC(=O)c2ccncc2)cc1[N+](=O)[O-]	-3.9%	1.6%	-12.0%
O=C(CN(CC1CCCO1)S(=O)(=O)c1ccc(S(=O)(=O)NCC2CCCO2)cc1)Nc1ccccc1 (centres undefined)	-18.9%	-15.1%	·
CCOc1ccccc1C(=O)Nc1ccc2nc(N(CC)CC)cc(C)c2c1	20.6µM*	20.6µM*	-0.1%
O=C(CSc1nnc(CCCO)n1-c1ccccc1)Nc1nccs1	-4.5%	-15.0%	-3.0%
O=C1c2ccccc2NC(c2ccccn2)N1c1ccccc1F (centres undefined)	-2.1%	-7.6%	-9.2%
Nc1cc(S(=O)(=O)Nc2ccccc2Cl)ccc1N1CCCC1	?	?	-4.8%
CSc1ccc(C#N)cc1NC(=O)c1cccc(Cl)c1	?	-13.9%	0.4%
Cc1cccc(OCC(=O)Nc2ccc(N3CCN(S(C)(=O)=O)CC3)cc2)c1C	-18.1%	-28.8%	-4.6%
CCCCn1c(N)c(N(CCOC)C(=O)CSCc2ccc(Cl)c(Cl)c2)c(=O)[nH]c1=O	?	-25.6%	-12.5%
Cc1cc(C(=O)N/N=C/c2ccc3c(c2)OCO3)c2ccccc2n1	2.06µM*	2.31µM*	-8.3%
COc1ccccc1N1CC(C(=O)Nc2nnc(SCC(=O)N3CCOCC3)s2)CC1=O (centres undefined)	-2.6%	7.2%	-22.0%
Cc1cc(CNC(=O)COc2ccc(C)c(C)c2)c2ccccc2n1	?	?	-2.8%
COc1cc2c(cc1OC)C(CCc1ccccc1)=NCC2	16.4µM*	?	-1.9%
O=C(CNC(=O)C1CCCCC1)NC1=NCCS1	?	25.9µM*	-2.9%
Cc1ccc(CSCCNC(=O)CN2C(=O)c3ccccc3S2(=O)=O)cc1	5.5%	3.2%	-5.5%
COc1ccccc1Cn1c(=O)c2ccccc2n2c(SCc3csc(C)n3)nnc12	?	?	1.0%
N#Cc1cccnc1N1CCN(C(=O)c2cccs2)CC1	-0.7%	17.6%	-9.8%
O=C(NNS(=O)(=O)c1ccccc1F)c1cc(-c2ccccc2)n[nH]1	?	-18.2%	-2.9%
O=S1(=O)CC(N2CCN(Cc3ccccc3F)CC2)CN1Cc1cn(Cc2ccc(F)cc2)nn1 (centres undefined)	?	-16.0%	·
O=[N+]([O-])c1cc(-c2nc(-c3ccccc3)no2)ccc1NCC1CCCO1 (centres undefined)	?	?	-8.3%
O=C(Nc1ccc(Cl)cc1C(F)(F)F)c1ccccc1Cl	-17.1%	6.1%	-4.0%
O=c1cc(-c2ccccc2)nc2nc(-c3ccccc3)[nH]n12	?	?	-4.5%
O=C(NCCS(=O)(=O)NCCc1ccccc1)c1ccc2c(c1)OCO2	-1.9%	6.2%	3.4%
COCCOc1ccc(C(F)(F)F)cc1NC(=O)CN1C(=O)NC2(CCc3ccccc32)C1=O (centres undefined)	?	-0.7%	-0.7%
CSc1nc(N(C)NC(=O)c2ccc(F)cc2)c2ccccc2n1	0.731µM*	0.581µM*	-1.3%
CC(C)Cc1n[nH]c(=O)[nH]1	-13.4%	11.9%	-1.7%
Cc1ccc(C)c(OCCC(=O)Nc2ccc(S(=O)(=O)N3CCCC3)cc2)c1	?	-23.4%	-14.2%
COc1ccc(CCNC(=O)CN(c2ccc(OC)c(OC)c2)S(=O)(=O)c2ccc(C)cc2)cc1	-21.2%	-7.4%	-2.1%
Cn1nc(C(F)(F)F)c(C(=O)Nc2ccc(F)cc2F)c1Oc1cccc(Cl)c1	?	?	-8.3%
CCOC(=O)c1[nH]c(C)c(CCC(=O)N2CCN(c3ccc(Cl)cc3)CC2)c1C	23.1µM*	?	-6.4%
Cc1ccc(Cc2c(-c3ccc(F)cc3)nc3ccc(Br)cn23)cc1	?	?	·
Cc1csc(NC(=O)CSc2ccc(-c3ccc(F)cc3)nn2)n1	?	?	-11.2%
CCCCOC(=O)c1ccc(NC(=O)c2ccc3c(c2)CCN3S(=O)(=O)c2ccccc2)cc1	7.31µM*	5.8µM*	-9.4%
O=C(Cc1ccccc1F)NCC(=O)Nc1ccccc1Br	-0.1%	-12.7%	-0.9%
Cc1cccc(Nc2nnc(SCC(=O)c3c(N)n(C4CC4)c(=O)[nH]c3=O)s2)c1	?	-16.6%	0.4%
CCc1nc(N)c(C#N)c(-c2ccc(F)cc2)c1C	-0.2%	-1.6%	-2.3%
O=C(COC(=O)C1CCN(c2ccc(C(F)(F)F)cn2)CC1)NCc1ccccc1	-27.8%	-27.6%	-9.0%
Cn1cc(-c2nc3ccccc3[nH]2)c2ccccc21	?	?	-0.4%

Taken from above.
Value of O=C(NCCS(=O)(=O)NCCc1ccccc1)c1ccc2c(c1)OCO2 in TDP1 cell CPT: 6.2%
Value of COc1cc2c(cc1CNC[C@H]1O[C@@H](n3cc(C)c(=O)[nH]c3=O)C[C@@H]1O)OCO2 in TDP1 cell noCPT: 0.7%

Next results follow.
SMILES	TDP1 cell noCPT	TDP1 cell CPT	GCN5L2 inh
COCCN1C(=O)N[C@@H](c2cccc(F)c2)C(C(C)=O)=C1C	-12.2%	0.0%	·
CCOC(=O)c1ccc(S(=O)(=O)N2CCN(C(=O)C3CSC4(C)CCC(=O)N34)CC2)cc1 (centres undefined)	?	-28.2%	4.0%
O=C(c1ccccc1)c1cnc(-c2ccccc2)s1	-27.0%	2.7%	-6.8%
Cc1cc2cc(CNC(=O)c3ccc4c(c3)OCO4)ccc2n1C	1.7%	-1.5%	-0.2%
COc1ccccc1NC(=O)Nc1ccc(Br)cn1	-8.7%	-6.9%	-3.2%
CCC(CC)C(=O)Nc1nnc(SCC(=O)N2CCN(c3ccccc3OC)CC2)s1	20.6µM*	20.6µM*	-7.1%
O=C(CCCSc1nc(-c2ccco2)cc(C(F)(F)F)n1)NCc1cccs1	?	?	·
O=C(NCCCCNC(=O)c1ccccc1Br)c1ccccc1Br	12.0%	6.0%	·
COc1ccc(-n2c(SCC(=O)Nc3nnc(C)s3)nc3c([nH]c4ccccc43)c2=O)cc1	?	?	-2.5%
Cn1nc(C(F)(F)F)c(C(=O)Nc2ccc(C(F)(F)F)cc2)c1Cl	?	?	-2.9%
O=C(CNC(=O)c1ccco1)Nc1ccc(F)c(Cl)c1	10.0%	7.3%	-1.8%
CCC(=O)Nc1ccc(-c2nc(-c3ccccc3)n(CC(=O)N3CCCCC3)n2)cc1	-33.2%	-20.5%	-1.2%

In a second layout: entries from further up
COCCN1C(=O)N[C@@H](c2cccc(F)c2)C(C(C)=O)=C1C
  TDP1 cell noCPT: -12.2%
  TDP1 cell CPT: 0.0%
  GCN5L2 inh: ·

CCOC(=O)c1ccc(S(=O)(=O)N2CCN(C(=O)C3CSC4(C)CCC(=O)N34)CC2)cc1 (centres undefined)
  TDP1 cell noCPT: ?
  TDP1 cell CPT: -28.2%
  GCN5L2 inh: 4.0%

O=C(c1ccccc1)c1cnc(-c2ccccc2)s1
  TDP1 cell noCPT: -27.0%
  TDP1 cell CPT: 2.7%
  GCN5L2 inh: -6.8%

Following part:
SMILES	TDP1 cell noCPT	TDP1 cell CPT	GCN5L2 inh
COc1cc(C(=O)Nc2cccc(-n3cnnn3)c2)cc(OC)c1OC	-22.0%	-23.6%	0.9%
Cc1nn(Cc2ccccc2)c(C)c1C(=O)NCC(c1cccs1)N1CCOCC1 (centres undefined)	?	?	-16.4%
Nc1nc(NC2CCCC2)cc(=O)[nH]1	-8.4%	0.3%	·
Cc1cc(-c2nnco2)c(C)n1-c1ccccc1	?	-21.1%	-2.7%
OC1CNc2c(ccc3ccccc23)C1 (centres undefined)	-1.0%	-0.8%	·
CCCCn1c(SCC(=O)Nc2cccc(OC)c2)nc2ccc(N3CCOCC3)cc2c1=O	?	?	-29.5%
CCOCCCNC(=O)C(NC(=O)CNC(=O)c1ccccc1)c1ccc(OC)cc1 (centres undefined)	4.3%	19.8%	17.8%
COc1cc(NC(=O)c2ccco2)c(C(=O)O)cc1OC	-9.2%	-14.6%	?
O=C(Nc1cccc(C(=O)N2CCOCC2)c1)C1CC1	19.3%	1.4%	·
CCCCN(CCCC)c1nc(-c2ccncc2)nc2ccccc12	23.1µM*	?	-5.0%
Cc1cc(C)cc(Cn2c3ccc(NC(=O)NCc4ccccc4)cc3c(=O)n2C)c1	?	?	·
Cc1cc2nc(C3CCCCC3)c(CC(C)(C)C)n2c(C)c1Br	?	?	·

Fetched one by one from the entries so far:
SMILES	TDP1 cell noCPT	TDP1 cell CPT	GCN5L2 inh
Cc1nn(Cc2ccccc2)c(C)c1C(=O)NCC(c1cccs1)N1CCOCC1 (centres undefined)	?	?	-16.4%
CCCCN(CCCC)c1nc(-c2ccncc2)nc2ccccc12	23.1µM*	?	-5.0%

The list goes on.
SMILES	TDP1 cell noCPT	TDP1 cell CPT	GCN5L2 inh
COc1ccc(CNC(=O)c2cc3oc4ccccc4c3n2C)cc1OC	?	?	-9.5%
CN1CCN(C(=S)NC(=O)/C=C/c2cccs2)CC1	-3.0%	3.6%	-3.9%
COc1cccc(N(CC(=O)NCCSc2ccccn2)S(=O)(=O)c2ccccc2)c1	?	-20.1%	0.7%
CN1CCN(S(=O)(=O)c2cccc(C(=O)Nc3ccccc3N3CCCC3)c2)CC1	-20.2%	-25.5%	-16.6%
O=C1C(c2[nH]c3ccc(S(=O)(=O)O)cc3c2O)=Nc2ccc(S(=O)(=O)O)cc21	-17.1%&-15.7%&-3.5%	-19.2%&0.1%&4.5%	8.9%
O=C(O)CC1(CC(=O)Nc2ccccc2C(=O)c2ccccc2)CCCC1	-13.7%	-0.9%	-8.7%
Cc1cc(C)nc(NS(=O)(=O)c2ccc(NC(=S)NC(=O)CC(C)C)cc2)n1	-0.9%	-1.8%	-2.5%
O=C(CSc1ncnc2sc3c(c12)CCC3)N1CCOCC1	-22.0%	7.0%	-12.4%
Cc1ccc(C2(C)NC(=O)N(CC(=O)NC(=O)NC(C)(C)C)C2=O)cc1 (centres undefined)	-18.0%	-0.9%	-2.9%
O=S(=O)(NOCc1ccc(Cl)cc1)c1ccc(Cl)cc1	-29.7%	-17.2%	-1.9%

A portion of the library. The share of hits here may be higher or lower than overall.
